CHO parental Ca: counter-screen for OX1R antagonists: effect in parental CHO cells | parental CHO-K1, ATP-induced calcium, Fluo-8 fluorescence | inhibition, % at 5.6 µM | actives 0.63% (n = 330,000);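 active means inhibition above that plate's mean sample inhibition plus 3 SD, cut at about 26% in these data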;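 further: 0% = ATP-challenged DMSO wells and 100% = DMSO wells without ATP; some compounds past the cut are filed as inactive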
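Assay system: parental CHO cells; Read-out basis: percent inhibition of ATP-evoked calcium rise, normalized to controls; Benchmarks: ATP and no-ATP DMSO wells; Compound dosing: single nominal dose of 5.6 µM per compound; Signal: Fluo-8 calcium dye fluorescence; Also added: ATP as calcium-mobilizing challenge; Repeats: singlicate.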
CHRM1 antagonist: antagonists of human M1 muscarinic receptor; CHO-K1 hM1, Fluo-8 calcium fluorescence, ACh EC80 antagonist; P11229; inhibition, % at 3 µM; actives 1.3% (n = 360,000);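 active means percent inhibition above its own plate's cutoff, namely the mean of that plate's compound wells plus 3 SD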;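 further: peak over basal fluorescence ratio during 140 s after agonist addition; 0% = ACh EC80 plus DMSO and 100% = DMSO alone without agonist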
Target sequence (P11229 whole entry, looked up): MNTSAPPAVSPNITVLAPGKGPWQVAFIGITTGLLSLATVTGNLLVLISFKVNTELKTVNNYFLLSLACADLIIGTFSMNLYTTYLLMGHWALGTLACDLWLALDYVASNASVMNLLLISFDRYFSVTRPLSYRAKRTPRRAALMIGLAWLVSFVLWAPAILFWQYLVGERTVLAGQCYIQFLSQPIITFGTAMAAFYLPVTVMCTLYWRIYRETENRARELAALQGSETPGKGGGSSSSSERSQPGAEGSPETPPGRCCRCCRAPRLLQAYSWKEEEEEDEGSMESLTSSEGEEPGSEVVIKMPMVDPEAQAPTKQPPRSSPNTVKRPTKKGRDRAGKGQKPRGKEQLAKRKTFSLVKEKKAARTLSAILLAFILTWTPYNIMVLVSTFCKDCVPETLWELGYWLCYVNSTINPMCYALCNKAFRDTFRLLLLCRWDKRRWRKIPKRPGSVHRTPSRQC
M4 antag: CHRM4 antagonism in calcium assay; P08173; CHO-hM4 cells, ACh EC80, Fluo-8 calcium fluorescence; inhibition, % at 3 µM; actives 0.73% (n = 360,000); AID 624125;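 active means inhibition above its plate's cutoff, the mean inhibition of sample wells plus 3 SD, cut at about 27% in these data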;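 further: 0% = acetylcholine EC80 with DMSO and 100% = DMSO without agonist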
CHO-K1 Ca antag: M1 antagonist counterscreen hit in parental CHO-K1 cells. actives 0.6% (n = 360,000). ATP-induced calcium, Fluo-8 fluorescence. inhibition, % at 3 µM;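 active means inhibition above a per-plate cutoff, the plate's mean sample inhibition plus 3 SD, cut at about 24% in these data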;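 further: 0% = DMSO plus EC80 ATP and 100% = DMSO alone without ATP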
CHRM1 agonist: agonists of human M1 muscarinic receptor; activation, % at 3 µM; P11229; CHO-K1 hM1, Fluo-8 calcium fluorescence, agonist mode; 0% DMSO, 100% acetylcholine EC100; actives 0.33% (n = 360,000);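 active means activation above the run's mean compound activation plus 3 SD, cut at about 16% in these data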;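 further: peak over basal fluorescence ratio within a 140 s kinetic read after compound addition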
CHRM1 PAM: potentiates human M1 receptor response to acetylcholine; CHO-K1 hM1, Fluo-8 calcium fluorescence, ACh EC20; 0% = ACh EC20, 100% = maximal ACh; activation, % at 3 µM; actives 0.088% (n = 360,000); P11229; in the data active means activation above about 19%, passing the limit was not always enough
M1 ag parental: counter-screen for M1 agonists: effect in parental CHO-K1 cells | Fluo-8 calcium fluorescence; scaled to maximal ATP response, vehicle zero | activation, % at 3 µM | actives 0.48% (n = 360,000); in the data active means activation above about 15%;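 further: untransfected CHO-K1 host cells lacking M1 receptor as counterscreen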
M4 ag: agonists of human muscarinic M4 receptor (CHRM4); P08173; CHO-K1 hM4/Gqi5, Fluo-8 calcium fluorescence; vehicle 0%, full acetylcholine response 100%; activation, % at 3 µM; actives 0.14% (n = 360,000); AID 624127;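 active means activation above the run mean over all test wells plus 3 SD, cut at about 32% in these data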;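 further: peak over basal fluorescence ratio per well then scaled between controls; 0% = DMSO wells and 100% = acetylcholine at EC100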
OXTR potentiator: potentiates the human oxytocin receptor response. activation, % at 3 µM. CHO-OTR cells, Fluo-8 calcium fluorescence, potentiator mode; 0% = oxytocin EC15, 100% = EC100. P30559. actives 0.061% (n = 320,000);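 active means activation above that plate's cutoff, the mean activation of tested compounds plus 3 SD, cut at about 6.6% in these data, passing the limit was not always enough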;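 further: 100% uses oxytocin at 75 nM as the full agonist control; some results filed as inactive read as strong as hits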
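test system = CHO-OTR cells, human receptor | compound = single-point 3.0 µM | schedule = 6 min compound pre-incubation at room temperature, 100 s kinetic read | signal = Fluo-8 no-wash calcium dye fluorescence, excitation 470-495 nm, emission 515-575 nm | repeats = single well per compound, singlicate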
Numbers without * were called inactive; . = not tested or not shown.

Start of the listing, in advance, 9 compounds:
SMILES | CHO parental Ca | CHRM1 antagonist | M4 antag | CHO-K1 Ca antag | CHRM1 agonist | CHRM1 PAM | M1 ag parental | M4 ag | OXTR potentiator
Cc1ccc(NC(=O)CN(C)C(=O)CCSc2ccc(F)cc2)cc1 | -18 | -17 | -13 | -22 | -1 | 17 | 1.0 | 2 | -6
COc1ccc(C(=O)n2cnc(N)n2)cc1 | 1 | -10 | 1 | -10 | -3 | 8 | 0.2 | 1 | -1
CN(CCc1ccccn1)C(=O)CCC1CCCN(C(=O)CN2CCCCCC2)C1 (stereo not given) | 4 | 19 | 10 | -20 | -4 | -4 | 0.3 | 2 | -9
O=C(CN1CCC(NC(=O)c2ccco2)CC1)Nc1ccccc1C(F)(F)F | -19 | 13 | -14 | -8 | 0 | 5 | 0.1 | 2 | 3
Cc1cccc(OCc2nnc(SC(C)C(=O)Nc3ccc(N4CCOCC4)cc3)o2)c1 (stereo not given) | -14 | -8 | -21 | 4 | -1 | 7 | 0.6 | 1 | -4
COc1cc(NC(=O)C2=C(N3CCOCC3)/C(=C\c3ccc(Cl)cc3Cl)CC2)cc(OC)c1OC | -11 | 0 | 7 | -7 | -4 | 2 | -0.1 | 1 | -5
COc1cccc(NC(=O)c2cc([N+](=O)[O-])ccc2NC(=O)CNCC2CCCO2)c1 (stereo not given) | -12 | 2 | -7 | -8 | -5 | -6 | 4.6 | 9 | 3
C[C@H]1NS(=O)(=O)c2cc(Cl)ccc2O[C@@H]1c1ccccc1 | . | -8 | -3 | -12 | -3 | -2 | 2.7 | 4 | .
NC(=O)C1=CN(Cc2ccc(Cl)cc2)CCC1C(F)(F)F (stereo not given) | -13 | -9 | 4 | 1 | 1 | 9 | 0.6 | 1 | -14

This part in full, from the start:
SMILES | CHO parental Ca | CHRM1 antagonist | M4 antag | CHO-K1 Ca antag | CHRM1 agonist | CHRM1 PAM | M1 ag parental | M4 ag | OXTR potentiator
Cc1ccc(NC(=O)CN(C)C(=O)CCSc2ccc(F)cc2)cc1 | -18 | -17 | -13 | -22 | -1 | 17 | 1.0 | 2 | -6
COc1ccc(C(=O)n2cnc(N)n2)cc1 | 1 | -10 | 1 | -10 | -3 | 8 | 0.2 | 1 | -1
CN(CCc1ccccn1)C(=O)CCC1CCCN(C(=O)CN2CCCCCC2)C1 (stereo not given) | 4 | 19 | 10 | -20 | -4 | -4 | 0.3 | 2 | -9
O=C(CN1CCC(NC(=O)c2ccco2)CC1)Nc1ccccc1C(F)(F)F | -19 | 13 | -14 | -8 | 0 | 5 | 0.1 | 2 | 3
Cc1cccc(OCc2nnc(SC(C)C(=O)Nc3ccc(N4CCOCC4)cc3)o2)c1 (stereo not given) | -14 | -8 | -21 | 4 | -1 | 7 | 0.6 | 1 | -4
COc1cc(NC(=O)C2=C(N3CCOCC3)/C(=C\c3ccc(Cl)cc3Cl)CC2)cc(OC)c1OC | -11 | 0 | 7 | -7 | -4 | 2 | -0.1 | 1 | -5
COc1cccc(NC(=O)c2cc([N+](=O)[O-])ccc2NC(=O)CNCC2CCCO2)c1 (stereo not given) | -12 | 2 | -7 | -8 | -5 | -6 | 4.6 | 9 | 3
C[C@H]1NS(=O)(=O)c2cc(Cl)ccc2O[C@@H]1c1ccccc1 | . | -8 | -3 | -12 | -3 | -2 | 2.7 | 4 | .
NC(=O)C1=CN(Cc2ccc(Cl)cc2)CCC1C(F)(F)F (stereo not given) | -13 | -9 | 4 | 1 | 1 | 9 | 0.6 | 1 | -14
CC1=C(C(=O)N(C(C)C)C(C)C)CC(CC(=O)NCC2CCCCC2)C(=O)N1Cc1ccccc1 (stereo not given) | . | -28 | 6 | -31 | -8 | 1 | -0.5 | -1 | .
CC1CCCCN1Cc1c(C#N)c2ccccc2n1C (stereo not given) | -28 | -4 | -6 | -10 | -5 | 3 | 0.4 | -3 | -17
Cc1ccc(NC(=O)c2ccc(S(=O)(=O)N3CCC(C)CC3)cc2)cc1 | -3 | -2 | -3 | -4 | -6 | -9 | 1.0 | -1 | -6
CS(=O)(=O)Nc1ccc(C(=O)N2CCCCC2)cc1 | -6 | 0 | -3 | 0 | 13 | 17 | -0.3 | 3 | 1
CCCNC(=O)C1(C)CCCN(Cc2ccc(C(=O)OCC)o2)C1 (stereo not given) | . | -9 | -22 | -20 | -5 | 6 | 0.4 | 1 | .
COc1cc(C(=S)N2CCCCC2)ccc1OCC(=O)Nc1ccccc1Cl | -20 | -9 | -12 | -15 | -8 | 8 | 1.1 | 1 | -10
CCOC(=O)[C@]12CCCC=C1N(Cc1ccc(Cl)cc1Cl)C(=O)[C@H](CC(=O)N1CCOCC1)C2 | . | . | -3 | -12 | . | . | 0.4 | 0 | .
CCOc1ccc(C2C(C#N)=C(N)SC(N)=C2C#N)c(OCC)c1 | -15 | 3 | 1 | -8 | 18* | -3 | 7.1 | 7 | -5
COc1ccc(-c2nc(CCl)cs2)cc1 | -16 | -14 | 4 | -11 | -5 | 6 | 0.9 | 1 | -10
C=CCOc1ccccc1CN(CCc1ccccc1)C(=O)c1cccc(S(C)(=O)=O)c1 | -18 | 4 | 0 | -5 | -5 | -3 | 16* | 10 | -12
CN(NC(=O)c1ccc(Cl)cc1)c1cccc(Cl)n1 | -6 | -10 | 7 | 11 | -2 | 11 | 0.1 | 1 | -5
Cc1cc(C)nc(SCc2nnc(SCC(=O)Nc3ccc(C)c(C)c3)n2Cc2ccco2)n1 | -17 | -4 | -21 | -15 | -3 | 5 | 1.5 | 5 | -18
CCCCN(C(=O)COc1ccc(F)cc1)c1c(N)n(CC(C)C)c(=O)[nH]c1=O | . | -23 | -2 | -7 | 0 | 14 | 0.4 | 1 | .
CC(N=C1NS(=O)(=O)c2ccccc21)C(=O)Nc1ccc(F)cc1Cl (stereo not given) | -10 | -12 | 6 | -19 | -1 | 4 | 1.4 | 0 | -2
O=C(Cn1cnc(S(=O)(=O)N2CCCCC2)c1)N1CCN(c2ccc([N+](=O)[O-])cc2)CC1 | -13 | -4 | -5 | -19 | -4 | 4 | 1.9 | 1 | 2
Cn1c(NC(=O)c2ccco2)cc(=O)n(C)c1=O | -6 | 16 | 5 | -15 | -3 | -8 | 0.7 | 1 | 4
CC(C)CCN=Cc1c(O)n(-c2ccccc2)c(=O)c2ccccc12 | -6 | -4 | 6 | -13 | -1 | 8 | 14 | 1 | -4

Entries of single compounds as entered above.
CC(C)CCN=Cc1c(O)n(-c2ccccc2)c(=O)c2ccccc12 as listed: CHO parental Ca: -6; CHRM1 antagonist: -4; M4 antag: 6; CHO-K1 Ca antag: -13; CHRM1 agonist: -1; CHRM1 PAM: 8; M1 ag parental: 14; M4 ag: 1; OXTR potentiator: -4
Cc1cccc(OCc2nnc(SC(C)C(=O)Nc3ccc(N4CCOCC4)cc3)o2)c1 (stereo not given) as listed: CHO parental Ca: -14; CHRM1 antagonist: -8; M4 antag: -21; CHO-K1 Ca antag: 4; CHRM1 agonist: -1; CHRM1 PAM: 7; M1 ag parental: 0.6; M4 ag: 1; OXTR potentiator: -4

Screening data from PubChem.
